# M1 PAM parental – nonselective calcium activators in parental CHO-K1 cells, primary screen, counter-screen for M1 PAM project, cell-based, Fluo-8 calcium fluorescence, full deck, 1536-well; ATP EC20; 0% at ATP EC20, 100% at ATP max; activation, % at 3 µM; 360,000 compounds, 0.02% hits; AID 602247, 2012;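 active = activation above the run cutoff, the mean activation of all test compounds plus 3 SD, cut at about 40% in these data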;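 note: peak over basal fluorescence ratio in a 140 s read after ATP addition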
# CHO-K1 Ca antag – counter-screen for M1 antagonists: effect in parental CHO-K1 cells; 360,000 compounds, 0.6% hits; ATP-induced calcium, Fluo-8 fluorescence; inhibition, % at 3 µM;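 active = inhibition above a per-plate cutoff, the plate's mean sample inhibition plus 3 SD, cut at about 24% in these data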;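 note: 0% = DMSO plus EC80 ATP and 100% = DMSO alone without ATP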
# M5 ag – human M5 muscarinic receptor agonists, primary screen, CHO-K1 cells, Fluo-8 calcium fluorescence; activation, % at 3 µM; CHO-K1 hM5 cells; 0% DMSO wells, 100% maximal acetylcholine response; Muscarinic acetylcholine receptor M5 (Homo sapiens), P08912; 360,000 compounds, 0.19% hits;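 active = activation above the run's mean over test compounds plus 3 SD, cut at about 23% in these data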;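 note: signal is peak over basal fluorescence ratio across the kinetic read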
# Target sequence (P08912 whole entry, looked up): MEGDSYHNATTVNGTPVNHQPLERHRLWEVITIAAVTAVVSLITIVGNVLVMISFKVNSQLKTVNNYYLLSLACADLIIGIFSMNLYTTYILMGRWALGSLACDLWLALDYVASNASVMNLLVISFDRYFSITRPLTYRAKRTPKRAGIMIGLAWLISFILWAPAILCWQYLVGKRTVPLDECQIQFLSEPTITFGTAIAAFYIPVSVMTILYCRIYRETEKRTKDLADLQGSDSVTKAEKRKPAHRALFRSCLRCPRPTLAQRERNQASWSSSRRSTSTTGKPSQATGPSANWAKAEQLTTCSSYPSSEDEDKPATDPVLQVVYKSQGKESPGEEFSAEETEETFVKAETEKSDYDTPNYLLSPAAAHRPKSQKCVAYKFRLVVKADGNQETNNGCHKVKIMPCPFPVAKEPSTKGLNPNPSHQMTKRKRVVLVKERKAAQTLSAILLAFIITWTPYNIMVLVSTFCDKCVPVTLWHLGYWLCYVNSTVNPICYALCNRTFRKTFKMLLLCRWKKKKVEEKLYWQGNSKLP
# CHRM4 antagonist – human M4 muscarinic receptor antagonists, primary screen, CHO cells, Fluo-8 calcium fluorescence; 360,000 compounds, 0.73% hits; AID 624125, 2012; CHO-hM4 cells, ACh EC80; Muscarinic acetylcholine receptor M4 (Homo sapiens), P08173; inhibition, % at 3 µM;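 active = inhibition above its plate's cutoff, the mean inhibition of sample wells plus 3 SD, cut at about 27% in these data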;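 note: 0% = acetylcholine EC80 with DMSO and 100% = DMSO without agonist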
# Target sequence (P08173 whole entry, looked up): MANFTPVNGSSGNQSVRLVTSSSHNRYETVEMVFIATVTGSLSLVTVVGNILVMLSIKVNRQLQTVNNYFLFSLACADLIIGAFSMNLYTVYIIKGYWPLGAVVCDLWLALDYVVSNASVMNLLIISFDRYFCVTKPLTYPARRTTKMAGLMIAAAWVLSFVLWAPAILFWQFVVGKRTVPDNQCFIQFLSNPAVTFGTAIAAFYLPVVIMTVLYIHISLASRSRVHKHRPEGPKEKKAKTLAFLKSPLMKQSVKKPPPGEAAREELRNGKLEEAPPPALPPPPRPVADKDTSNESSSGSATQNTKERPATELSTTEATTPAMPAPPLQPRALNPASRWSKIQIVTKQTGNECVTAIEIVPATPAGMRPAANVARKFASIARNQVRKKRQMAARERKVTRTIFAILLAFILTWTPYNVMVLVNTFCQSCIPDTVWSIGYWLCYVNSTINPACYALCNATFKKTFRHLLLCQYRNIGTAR
# M5 antag – human M5 muscarinic receptor antagonists, primary screen, CHO cells, Fluo-8 calcium fluorescence | CHO-hM5 cells, ACh EC80 | inhibition, % at 3 µM | 360,000 compounds, 0.59% hits | AID 624040, 2012;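 active = inhibition above a per-plate cutoff, the mean of that plate's test compounds plus 3 SD, cut at about 27% in these data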;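 note: 0% = acetylcholine EC80 with DMSO and 100% = DMSO without agonist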
# CHRM4 agonist – human M4 muscarinic receptor agonists, primary screen, CHO-K1 cells, Fluo-8 calcium fluorescence | activation, % at 3 µM | Muscarinic acetylcholine receptor M4 (Homo sapiens), P08173 | CHO-K1 hM4/Gqi5; vehicle 0%, full acetylcholine response 100% | AID 624127, 2012 | 360,000 compounds, 0.14% hits;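 active = activation above the run mean over all test wells plus 3 SD, cut at about 32% in these data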;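 note: peak over basal fluorescence ratio per well then scaled between controls; 0% = DMSO wells and 100% = acetylcholine at EC100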
# CHRM5 PAM – human M5 muscarinic receptor positive allosteric modulators, primary screen, CHO-K1 cells, Fluo-8 calcium fluorescence. 360,000 compounds, 0.3% hits. activation, % at 3 µM. CHO-K1 hM5, ACh EC20 PAM; 0% = ACh EC20, 100% = ACh EC100. AID 624038, 2012. Muscarinic acetylcholine receptor M5 (Homo sapiens), P08912;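 active = activation above the run cutoff, the mean activation of all test compounds plus 3 SD, cut at about 18% in these data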
#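 Assay system: CHO-K1 hM5 cells / Incubation: Fluo-8 loading 80 min at 37 °C plus 30 min room temperature / Technique: Fluo-8 calcium dye fluorescence, kinetic read / Repeats: single replicate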
# M1 ag parental – counter-screen for M1 agonists: effect in parental CHO-K1 cells | Fluo-8 calcium fluorescence; scaled to maximal ATP response, vehicle zero | activation, % at 3 µM | 360,000 compounds, 0.48% hits | AID 602248, 2012; in the data active = activation above about 15%;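 note: untransfected CHO-K1 host cells lacking M1 receptor as counterscreen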
# CHRM4 PAM – human M4 muscarinic receptor positive allosteric modulators, primary screen, CHO-K1 cells, Fluo-8 calcium fluorescence; Muscarinic acetylcholine receptor M4 (Homo sapiens), P08173; CHO-K1 hM4/Gqi5, ACh EC20; 0% = ACh EC20, 100% = maximal ACh; activation, % at 3 µM; 360,000 compounds, 0.4% hits; AID 624126, 2012;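 active = activation above its plate's cutoff, the mean activation of sample wells plus 3 SD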; note: some results filed as inactive read as strong as hits
# An asterisk follows results filed as active.
SMILES,M1 PAM parental,CHO-K1 Ca antag,M5 ag,CHRM4 antagonist,M5 antag,CHRM4 agonist,CHRM5 PAM,M1 ag parental,CHRM4 PAM
O=C(c1ccco1)N1CCN(S(=O)(=O)c2cccc([N+](=O)[O-])c2)CC1,20,-14,-7,9,-1,0,2,1.3,-4
Cc1ccc(S(=O)(=O)N(CC(=O)N2CCCC2)C2CCCCC2)cc1,12,1,0,5,7,-1,-1,0.3,-6
O=C(CNC(=O)c1ccccc1Cl)Nc1ccc(F)cc1,-2,12,0,-2,5,5,-6,1.6,-6
CC1=NN(C(=O)c2ccncc2)C(=O)C1N=Nc1ccc2ccccc2c1 (stereo unspecified),15,-12,-4,-15,11,1,2,0.1,8
CCOc1ccc(NC(=O)c2c(N)n(C)c(=O)[nH]c2=O)cc1,11,-13,2,8,9,2,-2,0.7,13
Cc1cc(F)ccc1S(=O)(=O)N1CCCOC1CNC(=O)C(=O)NC1CC1 (stereo unspecified),-6,-4,0,0,-10,1,10,0.6,0
c1ccc(C(c2ccccc2)N2CCN(C(c3ccccn3)c3nnnn3C3CCCC3)CC2)cc1 (stereo unspecified),-7,-4,1,2,6,-1,5,-0.1,-4
Cc1csc(Nc2ccccc2C(F)(F)F)n1,9,0,-9,-5,6,-1,-2,9.9,3
N#Cc1ccc(OCC(=O)NC2=NCCS2)cc1,-5,-11,1,-3,4,2,8,0.7,6
Cc1ccc(C)n1CCN1CCN(CC(=O)Nc2ccc(S(N)(=O)=O)cc2)CC1,-5,29*,0,4,-4,1,5,-0.4,-7
Cc1ccccc1NC(=O)NCC1CCN(c2ccc(S(=O)(=O)N3CCOCC3)cc2)CC1,-1,-12,0,0,10,3,0,4.8,-7
Cc1ccccc1N(CC(=O)NCCSc1ccccn1)S(=O)(=O)c1ccccc1,23,-12,0,1,0,4,-2,2.5,-7
CCOC(=O)[C@]12CCCC=C1N(Cc1ccc(Cl)cc1Cl)C(=O)[C@H](CC(=O)NCc1cccs1)C2,2,-7,-2,-16,-7,0,3,0.5,16
CCCCNC(=O)CSc1nc2c(sc(=S)n2-c2cc(Cl)ccc2OC)c(=O)[nH]1,-1,-10,-2,5,7,0,5,-0.1,-5
COc1cc(Cl)c(C)cc1NCC(=O)Nc1cccc(S(=O)(=O)N2CCCC2)c1,-1,-11,-2,-1,17,1,-4,-0.2,1
CC1(C(=O)NS(=O)(=O)c2ccccc2)CCN1C(=O)Cc1cccc2ccccc12 (stereo unspecified),15,-12,1,3,5,0,-4,0.8,3
O=C(c1cc([N+](=O)[O-])ccc1N1CCCC1)N1CCCCC1,9,-9,-3,-14,7,2,0,0.4,8
O=C(COC(=O)C1(c2ccc(F)cc2)CCCC1)N1CCN(C(=O)c2ccco2)CC1,-5,8,1,-1,-6,2,0,0.5,-4
C/C(=N\NC(=O)CNC(=O)c1ccc2c(c1)OCCO2)c1ccco1,29,-29,-3,-6,4,0,-5,0.2,8
Cc1cccc(N2CN(Cc3cccnc3)CNC2=S)c1C,16,-6,0,-3,-5,1,1,0.2,6
CCN(CC(=O)Nc1cc(Cl)ccc1Cl)C(=O)c1ccc(-n2cccn2)cc1,-8,-14,3,-13,6,9,-5,2.8,2
O=S(=O)(Nc1ccc(N2CCCCC2)cc1)c1ccccc1F,1,-6,-5,-3,11,1,-10,1.0,-7
CCOC(=O)C1CCN(C(=O)COc2ccc(N(C)S(=O)(=O)c3cccs3)cc2)CC1,25,-6,3,-9,-2,4,-2,2.6,2
CS(=O)(=O)c1ccc(C(=O)NC2CCCc3ccccc32)cc1 (stereo unspecified),0,-14,-2,-8,-1,1,14,0.6,-1
COC(=O)c1ccccc1NCC(=O)c1ccc(OC)cc1,10,0,-1,12,0,1,1,0.3,-2

# The closing two entries of the part above lead into the next:
SMILES,M1 PAM parental,CHO-K1 Ca antag,M5 ag,CHRM4 antagonist,M5 antag,CHRM4 agonist,CHRM5 PAM,M1 ag parental,CHRM4 PAM
CS(=O)(=O)c1ccc(C(=O)NC2CCCc3ccccc32)cc1 (stereo unspecified),0,-14,-2,-8,-1,1,14,0.6,-1
COC(=O)c1ccccc1NCC(=O)c1ccc(OC)cc1,10,0,-1,12,0,1,1,0.3,-2
CCOC(=O)C1CCCN(C(=O)CN2C(=O)/C(=C/c3ccc(OC)cc3)Oc3ccccc32)C1 (stereo unspecified),17,-6,-1,-7,3,6,-5,3.0,-7
Cc1ccc(CCNC(=O)CCS(=O)(=O)Cc2ccc(C)cc2)cc1,18,-18,-2,-8,4,1,3,3.5,5
CCOCCCn1cnc2c3cc(F)ccc3n(C)c2c1=O,1,-2,-2,-5,5,1,-6,0.4,-12
COc1ccc(C2Nc3ccccc3C(=O)N2Cc2ccccc2)cc1CN1CCOCC1 (stereo unspecified),2,-13,-4,-12,11,2,-8,0.7,-17
COC(=O)c1c(Oc2nc(OC)cc(OC)n2)cccc1Oc1nc(OC)cc(OC)n1,23,-3,-2,-12,-5,0,2,0.9,9
COc1cc(OC)cc(C(=O)OCC(=O)Nc2cccc(S(=O)(=O)NC3=NCCCCC3)c2)c1,4,-12,-3,-2,16,11,-12,5.4,-9
CCn1nc(C)c(CN2CCCC(CNS(=O)(=O)c3ccc(OC)cc3)C2)c1C (stereo unspecified),-7,-2,-5,-17,-4,1,-2,-0.2,7
Cn1cc(Cl)c(/C=C(\C#N)S(=O)(=O)c2ccccc2)n1,12,-5,9,-1,-1,0,7,1.9,-17
CCOC(=O)c1ccc(NS(=O)(=O)c2cnc[nH]2)cc1,13,-10,1,1,0,0,-2,-0.3,1
O=C(O)/C(=C\c1ccc(-c2ccc(F)cc2)o1)c1ccccc1,8,1,1,-7,4,-1,9,-0.2,5
Cc1cccc(NC(=O)CNC(=O)CSc2ncccn2)c1C,30,0,5,-12,6,1,4,0.8,5
CNc1nc(C)c(C(=O)c2ccc(Cl)cc2)s1,3,4,-1,6,-5,-1,5,-0.5,12
Cc1cccc(C=Nc2ccc3c4c(cccc24)CC3)c1O,-14,25*,34*,26,24,23,-9,15*,-12
N=c1ccn2c(n1)O[C@H]1[C@@H](CO)[C@H](O)O[C@H]12,0,-2,0,-15,-12,2,4,0.3,4
C=CCOc1ccc(Br)cc1/C=C1\NC(=S)N(C(C)=O)C1=O,-5,-5,8,-8,5,4,2,3.0,-4
Fc1ccc(CSc2ncnc3ccccc23)cc1,10,-16,2,-14,-3,0,3,1.1,9
CC(C)[C@H](NC(=O)c1ccccc1)C(=O)N1CCc2ccccc21,18,-6,-2,-17,-4,1,2,0.6,16
O=C(Cc1ccc([N+](=O)[O-])cc1)N/N=C/c1ccc([N+](=O)[O-])o1,6,-10,-3,10,3,3,2,11,1
CC(=O)Nc1ccc(S(=O)(=O)Nc2nc3ccccc3nc2-n2ccc(=NC(=O)c3ccc(F)cc3)cc2)cc1,18,-14,5,-2,2,0,11,3.4,-1
COc1ccc(-c2nc3cc(C)c(Br)c(C)n3c2Cc2ccsc2)cc1OC,6,-7,5,-6,7,0,-4,0.0,11
COc1ccc(NC(=O)COC(=O)c2ccc(OC)c(S(=O)(=O)N3CCCC3)c2)cc1OC,13,-10,2,-2,13,1,-1,-0.1,1
Cc1cc2nc(C3CCN(C(=S)NCCCOC(C)C)CC3)[nH]c2cc1C,9,-16,-1,-8,-10,1,8,0.1,0
CCN(CC)S(=O)(=O)c1cc(F)ccc1OC,13,-8,-6,5,5,0,-3,0.6,-1
COc1ccc(C2CC(c3ccccc3)=NN2c2ccc(C(N)=O)cc2)cc1 (stereo unspecified),21,-21,-5,8,30*,4,-1,1.6,-4
CN(CC(=O)Nc1ccccc1Cl)C1CCS(=O)(=O)C1 (stereo unspecified),13,-18,-5,-22,-6,2,0,1.7,9

# The closing 3 compounds of the section before open the next one:
SMILES,M1 PAM parental,CHO-K1 Ca antag,M5 ag,CHRM4 antagonist,M5 antag,CHRM4 agonist,CHRM5 PAM,M1 ag parental,CHRM4 PAM
CCN(CC)S(=O)(=O)c1cc(F)ccc1OC,13,-8,-6,5,5,0,-3,0.6,-1
COc1ccc(C2CC(c3ccccc3)=NN2c2ccc(C(N)=O)cc2)cc1 (stereo unspecified),21,-21,-5,8,30*,4,-1,1.6,-4
CN(CC(=O)Nc1ccccc1Cl)C1CCS(=O)(=O)C1 (stereo unspecified),13,-18,-5,-22,-6,2,0,1.7,9
O=C(Nc1cc(S(=O)(=O)N2CCOCC2)ccc1N1CCCC1)c1cccnc1Cl,-4,-3,2,28*,0,0,3,-0.1,11
COc1cc2ccccc2cc1C(=O)Nc1sc2c(c1C(N)=O)CCN(C(C)C)C2,-9,1,-6,6,-8,1,8,0.8,1
O=C(NC(=S)NNC(=O)[C@H]1C[C@@H]1c1ccccc1)c1ccc(F)cc1,9,-1,5,1,0,8,9,3.6,-7
O=C(NCc1ccco1)c1ccccc1NS(=O)(=O)c1ccc(Cl)s1,7,6,1,-4,4,7,-6,7.8,-9
CN(C)CCCNC(=O)CC(c1ccccc1)c1ccccc1O (stereo unspecified),-1,-3,-7,-2,-1,0,-2,-0.4,-1
Cc1ccc(NC(=O)CCCNC(=O)c2ccc(Cl)cc2)c(O)c1,9,-16,1,-1,4,3,-5,1.3,-1
O=C(Nc1cccc(Cl)c1)N1N=CCC1c1ccccc1 (stereo unspecified),-16,17,-3,12,7,0,-1,0.1,-10
COc1cc(OC)cc(-c2nc3ccccc3c(=O)n2OC(=O)c2ccc(C)c(C)c2)c1,18,0,-2,-11,-3,0,3,-0.5,1
Cc1cccc(NC(=O)COc2cccc3c2CCN(C)C3=O)c1,9,-4,7,-13,-7,17,-2,5.3,-4
COCc1cc(=O)n2[nH]c(C(C)(C)C)cc2n1,7,-2,1,12,3,1,4,15,-4
O=C(c1ccc(N2CCN(C(=O)c3ccc(F)c(F)c3)CC2)cc1)c1cccc(F)c1,6,-6,0,-11,-3,5,1,1.6,0
COc1ccccc1CC(=O)NCCc1c[nH]c2ccccc12,-3,-13,-2,11,8,0,0,1.6,-8
O=C1CC(C(=O)N2CCN(c3ccccc3O)CC2)CN1Cc1ccccc1 (stereo unspecified),-14,17,-1,-3,15,2,-4,0.7,-3
O=C(NC1CCSc2ccccc21)c1ccc(C(F)(F)F)cc1 (stereo unspecified),14,-11,-7,-2,-5,0,8,-1.0,2
Cc1nc(SC(C)C(=O)NC2CCCCC2C)c2c(C)c(C)sc2n1 (stereo unspecified),-6,6,-4,-4,18,1,-9,-0.2,2
COc1ccc(C(=O)Nc2ccc([N+](=O)[O-])cn2)cc1OC,7,-5,0,9,17,2,-10,0.6,-5
C=CCOc1ccc(C(c2c(C(=O)O)[nH]c3ccccc23)c2c(C(=O)O)[nH]c3ccccc23)cc1,12,-14,-5,4,3,1,-3,0.4,4
COc1ccccc1C(=O)NNC(=O)c1ccc(Br)o1,-1,3,1,0,-14,0,1,0.0,-1
Cn1cc(Cl)c(-c2n[nH]c(=S)n2-c2ccccc2)n1,18,-10,-2,-7,3,1,1,0.0,11

# Screening results as filed in PubChem BioAssay.
